From PubChem BioAssay
3T3 cytotox: Cytotoxic Profiling in NIH 3T3 Cell Line of Diverse Libraries Using Quantitative High-Throughput Screening. NIH 3T3 viability, CellTiter-Glo ATP luminescence, 48-72 h. 94,000 compounds, 4.3% hits. Potency, µM (top dose mostly 96.7 µM), inactives show at the highest dose activity change, negative = cytotoxicity, hits mostly inhibitors; also: potency is read from the fitted curve at half-maximal effect; nearly all actives have a fitted effect of over 55% in size
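Viability of NIH 3T3 cells after 48 or 72 hr compound treatment at 37 °C was assessed by CellTiter-Glo, with luminescence imaged following a 10 min room-temperature step.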
SNCA expr inhib: Primary qHTS assay for inhibitors of alpha-synuclein gene (SNCA) expression. HEK-293 SNCA-luciferase knock-in, luminescence, 24 h. Potency, µM (titrated, usually from 57.2 µM), inactives show at the top dose activity change, negative = inhibition, usual class: inhibitors. 140,000 compounds, 0.17% hits. AID 1671194, 2021;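 also: potency is read from the fitted curve at half-maximal effect; plate controls were DMSO cells for no effect and cell-free wells for full effect; nearly all actives have a fitted effect of over 45% in size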
HEK cytotox: Cytotoxic Profiling in HEK 293 Cell Line of Diverse Libraries Using Quantitative High-Throughput Screening. HEK 293 viability, ATP luminescence (CellTiter-Glo), 48-72 h. Potency, µM (highest dose often 115 µM), for the others: top-dose activity change, negative = cytotoxicity, actives largely listed as inhibitors. 94,000 compounds, 6.6% hits. AID 1345083, 2018; also: potency is read from the fitted curve at half-maximal effect; nearly all actives have a fitted effect of over 60% in size
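HEK 293 seeded at 250 cells/well receive compound via pintool. After 48 or 72 hr at 37 degree Celsius, 5% CO2 and 95% humidity, CellTiter-Glo is dispensed and luminescence read following 10 min at room temperature.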
IP6K1 inhibitor: Primary qHTS assay for small molecule inhibitors of Inositol hexaphosphate kinase 1 (IP6K1) | activity change, % (series mostly up to about 58 µM) | 140,000 compounds, 0.81% hits | AID 1645851, 2021 | IP6K1 kinase, ADP-Glo luminescence, 2 h; hits give low values | Inositol hexakisphosphate kinase 1 (Homo sapiens), Q92551; in the data active = activity change below about -25%
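ADP-Glo luminescence measures ADP made by human IP6K1 during a 2 h RT reaction with ATP/IP6 (mix at 1.3 mM/130 uM); top library doses 57.5 and 19.1 uM final.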
GPT2 inh: Primary qHTS assay for inhibitors of Glutamate pyruvate transaminase 2 (GPT2); Alanine aminotransferase 2 (Homo sapiens), Q8TD30; Recombinant GPT2, coupled pyruvate oxidase/HRP Amplex Red fluorescence; Potency, µM (series often up to 57.7 µM), for inactives: at the highest dose activity change, negative = inhibition, hits mostly inhibitors; 100,000 compounds, 0.25% hits; AID 1671188, 2021; also: potency is read from the fitted curve at half-maximal effect; nearly all actives have a fitted effect of over 60% in size; many of its hits are not listed in these tables
Target sequence (Q8TD30 whole entry, looked up): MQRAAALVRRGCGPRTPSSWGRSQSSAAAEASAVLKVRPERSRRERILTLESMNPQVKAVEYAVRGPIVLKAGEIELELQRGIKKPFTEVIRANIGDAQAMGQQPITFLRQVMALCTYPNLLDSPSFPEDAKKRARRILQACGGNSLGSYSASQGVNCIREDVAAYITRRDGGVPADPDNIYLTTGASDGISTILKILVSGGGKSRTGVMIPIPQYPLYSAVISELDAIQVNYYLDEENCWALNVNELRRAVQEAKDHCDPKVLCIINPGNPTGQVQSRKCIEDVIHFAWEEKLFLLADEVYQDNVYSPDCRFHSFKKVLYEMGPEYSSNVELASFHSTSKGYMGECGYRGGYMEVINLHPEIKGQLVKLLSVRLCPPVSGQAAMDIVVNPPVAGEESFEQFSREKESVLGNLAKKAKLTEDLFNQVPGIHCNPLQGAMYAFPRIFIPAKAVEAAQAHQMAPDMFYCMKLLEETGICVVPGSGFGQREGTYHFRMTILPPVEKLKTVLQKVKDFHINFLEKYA
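Inhibition is scored from Amplex Red fluorescence generated when pyruvate oxidase and HRP act on pyruvate released by GPT2. Reactions contain 10ng/uL enzyme, 250uM a-KG and 2mM L-alanine and run 30 min at room temperature.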
Luciferase inh: Firefly luciferase inhibition profiling of diverse chemical library using quantitative high-throughput screening | Potency, µM (top dose mostly 115 µM), for inactives: top-dose activity change, negative = inhibition, actives largely listed as inhibitors | 76,000 compounds, 2.5% hits | AID 1347043, 2019 | Luciferin 4-monooxygenase (Photinus pyralis), P08659 | purified P. pyralis luciferase, luminescence, biochemical; also: potency is read from the fitted curve at half-maximal effect; nearly all actives have a fitted effect of over 65% in size
Target sequence (P08659 whole entry, looked up): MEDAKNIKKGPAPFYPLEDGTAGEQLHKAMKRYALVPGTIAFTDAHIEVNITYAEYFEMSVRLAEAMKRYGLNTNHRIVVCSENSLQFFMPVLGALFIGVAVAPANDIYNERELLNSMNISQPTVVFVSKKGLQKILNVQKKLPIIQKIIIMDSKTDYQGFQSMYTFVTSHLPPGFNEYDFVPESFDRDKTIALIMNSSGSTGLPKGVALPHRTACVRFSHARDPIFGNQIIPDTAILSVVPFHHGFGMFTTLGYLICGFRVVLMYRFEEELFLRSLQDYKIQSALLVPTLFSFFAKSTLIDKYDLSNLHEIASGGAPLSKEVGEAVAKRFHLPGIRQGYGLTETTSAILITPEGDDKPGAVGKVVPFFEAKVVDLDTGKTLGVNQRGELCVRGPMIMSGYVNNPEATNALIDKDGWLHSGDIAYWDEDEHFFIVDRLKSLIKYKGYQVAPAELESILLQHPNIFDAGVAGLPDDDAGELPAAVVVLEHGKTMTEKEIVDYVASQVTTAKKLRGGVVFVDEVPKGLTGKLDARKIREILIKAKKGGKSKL
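Purified P. pyralis luciferase (10nM final) in 50mM Tris acetate pH 7.5, 10mM Mg acetate, 0.01% Tween-20, 0.05% BSA with 10uM D-luciferin and 10uM ATP. Compounds titrated qHTS. Luminescence imaged on CCD.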
SNCA viab count: GF-AFC viability counterscreen for inhibitors of alpha-synuclein gene (SNCA) expression; Potency, µM (titrated, usually from 57.1 µM), for inactives: at the top dose activity change, negative = cytotoxicity, most hits filed as cytotoxic; 150,000 compounds, 0.12% hits; AID 1671193, 2021; HEK-293-SNCA-luc viability, GF-AFC fluorescence, 24 h;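 also: potency is read from the fitted curve at half-maximal effect; 0% = DMSO-treated cells and -100% = medium-only wells without cells; nearly all actives have a fitted effect of over 30% in size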
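HEK-293-SNCA-luc cells (1500/well) plated 24 h, then exposed 24 h to a dilution series; GF-AFC added 30 min at 37C, fluorescence 405/540 nm; normalised to medium-only and DMSO wells, Hill fit.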
An asterisk follows results filed as active; i = inactive; ? = inconclusive; . = not tested or not shown; & = joins results of further samples; ! = repeats disagree; [ ] = another dose, or the depositor's remark. Unless noted, calls follow the shape of the dose curve; as a rule, active = well fitted curve in the direction sought with a large enough effect; inconclusive = small, poorly fitted or top-dose-only effect, or another doubt; inactive = no such curve, though single readings can be large; an effect the other way counts as inactive or inconclusive. Unless noted, % is scaled to controls: 0 for no effect and ±100 for the full control effect. Some of the compounds tested (hit frequency here may not be typical).

SMILES	3T3 cytotox	SNCA expr inhib	HEK cytotox	IP6K1 inhibitor	GPT2 inh	Luciferase inh	SNCA viab count
COCCN1CC(CO)C2(CCN(C(=O)CCn3cc(C)cn3)CC2)C1 (stereo not given)	-16%	5%	-10%	12	-17%	0%	-4%
CCN1C(=O)c2ccccc2S(=O)(=O)c2ccc(C(=O)NCc3ccccc3)cc21	.	-18%	.	8	.	.	11%
O=C(NCCc1ccccc1)c1cnc2c(c1)N(C(=O)Cc1cccc(C(F)(F)F)c1)CCC2	?	12%	?	17	-7%	-11%	-8%
COCc1cc(N2CCN(Cc3ccccc3C#N)CC2)ncn1	-29%	2%	-25%	-10	-5%[11.5 µM]	3%	-4%
COc1ccc(-c2cc(N3CCN(C(=O)c4cccc(Br)c4)CC3)n[nH]2)cc1	?	-27%	?	11	1%	2%	-19%
O=C(c1cc(-c2ccccc2)nc2ccccc12)N1CCOCC(CO)C1 (stereo not given)	3%	24%	i	-3	i	-9%	4%
COc1ccccc1C(=O)N1CCC2(CNc3ccccc3[S+](=O)([O-])N2)C1 (stereo not given)	-2%	41%[activator]	i	-4	i	7%	8%
Cn1c(=O)c(=O)n(C)c2cc(S(=O)(=O)N3CCN(c4ccc(F)cc4)CC3)ccc21	.	-1%	.	-1	.	.	0%
CN1CCCCC(CC(=O)Nc2ccc(N3CCOCC3)cc2)C1=O (stereo not given)	i	5%	i	3	i	5%	-2%
CCOCC(=O)N1CCCN(C(=O)C2CC2)c2ccccc21	2%	-11%	-8%	-10	-3%	1%	-7%

The last 4 compounds of the section above open the next one.
SMILES	3T3 cytotox	SNCA expr inhib	HEK cytotox	IP6K1 inhibitor	GPT2 inh	Luciferase inh	SNCA viab count
COc1ccccc1C(=O)N1CCC2(CNc3ccccc3[S+](=O)([O-])N2)C1 (stereo not given)	-2%	41%[activator]	i	-4	i	7%	8%
Cn1c(=O)c(=O)n(C)c2cc(S(=O)(=O)N3CCN(c4ccc(F)cc4)CC3)ccc21	.	-1%	.	-1	.	.	0%
CN1CCCCC(CC(=O)Nc2ccc(N3CCOCC3)cc2)C1=O (stereo not given)	i	5%	i	3	i	5%	-2%
CCOCC(=O)N1CCCN(C(=O)C2CC2)c2ccccc21	2%	-11%	-8%	-10	-3%	1%	-7%
Cc1cn2nnc(C(=O)N3CCC(C(=O)Nc4cccc(Cl)c4)CC3)c2c(=O)[nH]1	i	3%	-2%	5	i	-10%	-5%
COc1ccc(NC(=O)[C@@H]2C[C@@H](c3ccc(F)cc3)N(Cc3ccccc3)C2)cc1OC	?	9%[87.6 µM]	-19%[172 µM]	2	-16%[88.5 µM]	1%[172 µM]	-11%[87.6 µM]
CC(=O)Nc1cccc(NC(=O)CSc2nccn2Cc2ccc3c(c2)OCO3)c1	.	13%	.	-19	.	.	-2%
Cc1ccc(C)c(S(=O)(=O)N2C[C@@H](F)C[C@H]2C(=O)N2CCCCC2)c1	-28%	24%	-9%	-3	1%	-10%	0%
Cc1cccc(N2Cc3c(NCCCc4ccccc4)ncnc3N(C)CC2=O)c1	45µM*	-7%	?	12	?	.	-18%
O=C(NCc1cccs1)C1CCN(c2nccc(Nc3ccccc3Cl)n2)CC1	?	-8%	45µM*	4	-16%	.	0%
Cc1cccc(C(=O)Nc2ccc(-c3nc4ccccc4s3)cc2Cl)c1	.	6%	.	1	.	.	1%
Cn1nc(-c2nncn2CC2CC2)c2c1CCN(C(=O)Cc1c[nH]c3ccccc13)C2	-17%	0%	-16%	-20	-17%	7%	6%
CN(Cc1cccnc1)C(=O)CCC[C@@H]1[C@H]2CCCN3CCC[C@@H](CN1C(=O)c1cccnc1)[C@@H]23	i	8%	-1%	-14	1%	13%	6%
O=c1[nH]c(C2CCCN(Cc3cccc(-c4ccsc4)c3)C2)nc2ccc(F)cc12 (stereo not given)	28µM*!	-28%&-17%	22µM*	7&-9	i	-9%	-26%&-13%
O=C1NCCOCCN(C(=O)c2ccccn2)[C@H]2CCC[C@@H]12	0%	-5%	-16%	0	i	4%	-6%
CN(Cc1cc(-c2ccccc2)on1)C(=O)c1cn(Cc2ccc(F)cc2)nn1	?	-4%	?	10	2%	0%	-5%
COc1ccc(OC2CN(C(=O)c3ccc(C(F)(F)F)cc3)C2)cc1	-1%	-22%	-5%	-5	i	.	2%
CC1CCN(C(=O)C[C@@H]2c3nc(NC(=O)c4ccc(F)cc4)sc3C[C@@H]3[C@](C)(CO)[C@H](O)CC[C@]32C)CC1	79µM*	1%	?	-9	-6%	3%	-20%
Cc1ccccc1CSc1nc2cccnc2n1Cc1ccc(C(=O)NC2CC2)cc1	.	101%[activator]	.	17	.	.	-20%
Cc1c[nH]c(C(=O)N2CCCC(CCc3cccc(C(F)(F)F)c3)C2)c1 (stereo not given)	?	-24%	?	-7	-7%	-3%	-8%
Cc1cn2c(=O)cc(COC(=O)COc3ccccc3C)nc2s1	.	9%	.	33	.	.	-2%
Cn1nc(C(=O)N2C[C@@H](Oc3ccccc3)C[C@H]2C(=O)N2CCOCC2)c2ccccc21	-22%	1%	3%	-2	i	5%	-17%
CCN1/C(=C/C=C/c2sc3ccccc3[n+]2CC)Sc2ccccc21	.	-76%[17 µM]	.	-36*	i	.	0%[12.5 µM]
CCc1cccc(NC(=O)CN(c2ccc(C)c(C)c2)S(=O)(=O)c2ccsc2C(=O)OC)c1	.	-17%	.	-5	.	.	-10%
Cn1nnnc1SCCNCc1ccc(OCc2ccc(Cl)cc2)cc1	.	111%[activator]	.	30	.	.	13%
CCc1ccccc1S(=O)(=O)N1CCN(C2CCN(CCC(C)C)C2=O)CC1 (stereo not given)	?	-8%	?	16	i	0%	-1%
O=C(NCc1ccccc1Cl)c1nc2sccn2c1-c1ccncc1	?	-8%	?	17	i	.	2%
CCOC(=O)[C@@H]1CN(C(=O)COc2ccccc2)[C@H]2c3ccccc3O[C@@H]12	?	.	?	2	.	.	.
CCN(c1ccc(OC)cc1)S(=O)(=O)c1c(C(=O)N2CCCCCC2)c(C)n(C)c1C	.	19%	.	-5	.	.	-24%
Cn1cccc1C(=O)N1C[C@@H](Oc2ccccc2)C[C@@H]1C(=O)N1CCOCC1	-34%	8%	i	0	?	0%	-16%
CCOc1ccccc1NC(=O)Cn1c(=O)n(CCCC(=O)NCc2ccc(C)cc2)c(=O)c2ccccc21	.	4%	.	-14	.	.	11%
CCn1cc(C(=O)N2CCN(c3ccc(F)cc3)CC2)c(=O)c2cc(S(=O)(=O)N3CCOCC3)ccc21	.	0%	.	0	.	.	8%
CCOc1ccc(NC(=O)c2ccc(-c3nnc4ccc(NC(=O)C5CC5)cn34)cc2)cc1	?	-11%	?	-5	-9%	-19%	-14%
CC(NC(=O)c1ccccc1F)C(=O)N1CCN(c2ccccn2)CC1 (stereo not given)	i	?	11%	22	-12%	-10%	-3%
COc1ccc(-c2nc3ccc(C)cn3c2Nc2ccc3c(c2)OCO3)cc1	.	54%[activator]	.	-2	.	.	-5%
CC1(C)N=C(c2ccccc2)C(=O)N1CC(=O)NCCC1=CCCCC1	-33%	44%[activator]	-19%	-1	i	-19%	1%[12.5 µM]
O=S(=O)(c1ccc(-c2csc(=Nc3ccc(OC(F)(F)Cl)cc3)n2CCCO)cc1)N1CCCC1	.	-28%	.	15	.	.	-29%
CC(C)c1ccc2oc(-c3ccc(NC(=O)c4cc5ccccc5o4)cc3)nc2c1	.	20%	.	-5	.	.	-11%
COc1ccc(-c2cn3nc(N4CCCC(C(=O)Nc5cc(C)ccc5C)C4)sc3n2)cc1 (stereo not given)	.	32%[activator]	.	-16	.	.	-13%
CCC(c1cccs1)N1C(=O)[C@H]2CN(S(=O)(=O)c3ccc(F)cc3)C[C@H]2C1=O (stereo not given in full)	-16%	-14%	-28%	-7	i	3%	5%
C[C@@H](NCc1ccccc1)c1onc(-c2ccc(F)cc2)c1C(=O)O	i	4%[87.6 µM]	i	13	-5%[88.5 µM]	3%[172 µM]	0%[87.6 µM]
NC(=O)c1cccc(-c2ccc3c(n2)CN(Cc2nc4ccccc4s2)C(=O)CO3)c1	?	-2%[87.6 µM]	79µM*	-3	2%[88.5 µM]	2%[172 µM]	-16%[87.6 µM]
C=C(CCC1=C(C)[C@H]2[C@H](CC3[C@@H]4CC=C5C[C@@H](O)C[C@@H](O)[C@]5(C)C4[C@H](O)C[C@@]32C)O1)CO[C@@H]1O[C@H](CO)[C@@H](O)[C@H](O)[C@H]1O (stereo not given in full)	.	.	.	2	0%[17.1 µM]	.	-37%[23.9 µM]
c1cc(-c2ncon2)cc(N2CCc3nc[nH]c3C2)n1	-4%	-13%	-9%	28	1%	-5%	4%
COc1ccc(C2=NC(C)(C)N(CC(=O)Nc3cccc(C)c3)C2=O)cc1	.	-4%	.	-5	.	.	-9%
Cc1ccc(C(=O)NCc2ccccc2)cc1NC(=O)c1nsc2ccccc12	.	163%[activator]	.	23	.	.	-30%
Cc1cnc(C(=O)N2CCC(N3CC(OCC4CC4)C34CCOCC4)CC2)cn1 (stereo not given)	-9%	-2%	-4%	-6	-7%	.	5%
O=C(NCC1CC1)C1CCCN1C(=O)c1cccc(-c2ccccn2)c1 (stereo not given)	-7%	33%[activator]	1%	3	i	.	5%
COc1ccc(C(=O)N2CCN(S(=O)(=O)c3ccc(F)cc3)C[C@@H]2C(=O)N[C@H]2CCCNC2=O)cc1	-12%	22%	-9%	9	?	-5%	3%
Cc1cc2ccccc2n1CCNC(=O)c1cccc(Br)c1	.	?	.	13	.	.	-5%
CCc1nnc2c(N3CCN(c4cccc(C)c4)C(C)C3)nc3ccccc3n12 (stereo not given)	.	32%[activator]	.	37	.	.	6%
Cc1ccc2nc3n(c2c1)[C@@H](CNC(=O)NC(C)C)COC3	-6%[138 µM]	-1%[87.6 µM]	-14%[172 µM]	0	0%[88.5 µM]	-6%[172 µM]	-1%[87.6 µM]
COc1ccc(CN(C(=O)c2cc3ccccc3oc2=O)C2CCS(=O)(=O)C2)cc1OC (stereo not given)	.	111%[activator]	.	-3	.	.	-2%
